Bioassay records: PubChem BioAssay, Broad Institute
PglD inh = C. jejuni PglD acetyltransferase inhibitors, primary screen, biochemical, DTNB colorimetric, single point; UDP-N-acetylbacillosamine N-acetyltransferase PglD (Campylobacter jejuni); purified PglD enzyme, DTNB colorimetric CoA detection; inhibition, % at 12.5 µM; 0.098% of 360,000 active; AID 602405, 2012; in the data active means inhibition above about 16%, passing the limit was not always enough; inconclusive means no clear call, values can overlap the other calls; further: strong numbers were not always called active
ERAP1 HTS inh = human ERAP1 aminopeptidase inhibitors, primary screen, biochemical, single point, plate reader. recombinant ERAP1, Leu-AMC fluorescence, 60 min. inhibition, % at 10.7 µM. 0.15% of 340,000 active. AID 652197, 2013;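 active means mean replicate inhibition of at least 30%, or all replicates individually reaching that 30% level; inactive means mean below 30% and not every replicate reaching it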;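 further: 0% = neutral control wells and 100% = L-leucinethiol positive control wells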
Target sequence (Q9NZ08 whole entry, looked up): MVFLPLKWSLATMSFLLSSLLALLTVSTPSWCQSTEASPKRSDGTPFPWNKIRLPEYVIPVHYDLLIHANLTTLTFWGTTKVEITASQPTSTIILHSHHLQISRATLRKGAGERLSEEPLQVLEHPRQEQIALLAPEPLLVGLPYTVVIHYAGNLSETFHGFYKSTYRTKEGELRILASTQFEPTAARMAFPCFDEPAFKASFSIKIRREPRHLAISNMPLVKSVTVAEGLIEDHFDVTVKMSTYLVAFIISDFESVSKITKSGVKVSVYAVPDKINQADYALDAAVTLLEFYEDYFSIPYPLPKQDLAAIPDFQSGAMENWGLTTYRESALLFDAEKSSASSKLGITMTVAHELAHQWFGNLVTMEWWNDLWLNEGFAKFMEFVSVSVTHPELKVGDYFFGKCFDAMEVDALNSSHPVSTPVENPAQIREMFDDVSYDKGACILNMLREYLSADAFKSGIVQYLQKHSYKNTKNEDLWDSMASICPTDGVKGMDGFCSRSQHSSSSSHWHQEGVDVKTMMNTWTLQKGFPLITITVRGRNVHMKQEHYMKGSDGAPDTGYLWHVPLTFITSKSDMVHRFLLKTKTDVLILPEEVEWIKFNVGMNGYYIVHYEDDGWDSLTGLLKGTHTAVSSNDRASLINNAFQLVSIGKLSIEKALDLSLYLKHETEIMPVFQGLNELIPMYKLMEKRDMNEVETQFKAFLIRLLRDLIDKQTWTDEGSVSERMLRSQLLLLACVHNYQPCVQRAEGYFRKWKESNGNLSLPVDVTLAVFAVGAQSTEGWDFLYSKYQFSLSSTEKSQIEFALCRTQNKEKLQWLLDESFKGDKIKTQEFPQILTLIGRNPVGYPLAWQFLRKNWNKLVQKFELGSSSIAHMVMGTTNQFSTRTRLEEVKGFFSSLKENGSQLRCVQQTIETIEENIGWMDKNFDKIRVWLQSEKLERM
PAX8 inh HTS = inhibitors of PAX8-driven TPO luciferase reporter, primary screen, RMG-I cells, single concentration; SteadyGlo, 24 h; inhibition, % at 12.6 µM; 1.2% of 360,000 active;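 active means mean replicate inhibition at least 60% with every replicate also reaching 60%; inconclusive means only one of the two criteria is met; inactive means mean below 60% and not all replicates reaching 60%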;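 further: luciferase light reporting Pax8 driven TPO promoter activity; plate controls were median of neutral control wells for no effect and mitoxantrone controls for full effect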
S100A4 inh HTS = inhibitors of S100A4-myosin IIA peptide binding, primary screen, biochemical, fluorescence polarization, TAMRA-MyoIIA peptide; 0.14% of 360,000 active; Protein S100-A4 (Homo sapiens), P26447; inhibition, % at 10.7 µM; AID 652163, 2013;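 active means mean inhibition of at least 70% across replicates, with every replicate also reaching that level; inconclusive means mean inhibition reaches 70% but some replicates fall short; inactive means mean inhibition below 70%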
Target sequence (P26447 whole entry, looked up): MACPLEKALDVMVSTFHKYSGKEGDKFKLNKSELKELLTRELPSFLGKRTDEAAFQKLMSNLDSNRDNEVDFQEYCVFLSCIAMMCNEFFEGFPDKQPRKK
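Material: S100A4 monomer (human). Medium: Calcium-containing HEPES buffer, pH 7.2. Probe or stimulus: labelled myosin peptide probe, 5 nM. Compound dosing: one concentration per compound. Timing: polarization read 5 min after assay mix addition, stable 5–60 min. Benchmarks: DMSO as neutral control, TFP as positive control.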
LGR2 antag = inhibitors of bursicon-induced LGR2 CRE-luciferase signal, primary screen, cell-based, HEK293, CRE-luciferase reporter, bursicon stimulation; AID 720647, 2013; 0.35% of 380,000 active; bursicon-stimulated, 4 h; inhibition, % at 9.99 µM;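 active means drop in luminescence signal, shown as inhibition above about 50% in the replicate tests, limit read from the data, passing the limit was not always enough; inconclusive means probably only some replicates passing the limit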;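 further: agonist challenge used bursicon conditioned medium at about half maximal strength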
FN deposit inh = inhibitors of fibronectin matrix deposition, primary screen, AH1F cells, Alexa488-fibronectin fluorescence, plate reader | 0.086% of 350,000 active | AID 743247, 2014 | AH1F fibroblasts, overnight | inhibition, % at 12.6 µM;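 active means mean inhibition across replicates of 30% or more, regardless of how many single replicates reach that level; inconclusive means mean under 30% yet at least half of replicates reach 30%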;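 further: positive control wells lacked labelled fibronectin entirely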
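Schedule: 1 h cell adhesion before compound, then overnight fibronectin incubation; test system: AH1F fibroblast monolayer depositing Alexa488-labelled fibronectin into matrix; quantity: 10000 AH1F cells per well; probe or stimulus: fluorescent fibronectin at 24 nM final; signal: fluorescence, ex 485 nm, em 525 nm; evaluation: percent inhibition as loss of matrix-bound fibronectin fluorescence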
EWS-Fli block = EWS/Fli-driven NR0B1 reporter inhibitors, primary screen, A673 cells, NR0B1 luciferase, luminescence, MLPCN library; viability-normalised; inhibition, % at 12.6 µM; 0.67% of 350,000 active;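 active means mean inhibition of at least 50% after viability correction, with every replicate also passing that limit; inconclusive means mean reaches 50% but only one of two replicates passes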;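 further: firefly luciferase signal divided by Alamar Blue viability fluorescence both relative to DMSO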
PGC1a acetyl inh = inhibitors of PGC1a acetylation signal, primary screen, cell-based, U2OS, AlphaScreen, inhibitor mode. AlphaScreen anti-acetyl-lysine; with virally co-expressed GCN5 acetyltransferase. inhibition, % at 15.6 µM. 0.17% of 350,000 active. AID 651687, 2012;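 active means every replicate shows inhibition of at least 40%; inconclusive means mean inhibition at least 40% but some replicate below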;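 further: 0% = neutral control wells and 100% = positive control wells; some results beyond the cut were filed as inactive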
Active calls of the source: *; ? = inconclusive; / = no result given; & = joins results of further samples.

SMILES | PglD inh | ERAP1 HTS inh | PAX8 inh HTS | S100A4 inh HTS | LGR2 antag | FN deposit inh | EWS-Fli block | PGC1a acetyl inh
CC1=C(C(=O)OCc2ccccc2)C(c2cccnc2)c2c(n(C)c(=O)n(C)c2=O)N1 (stereo not given) | 2 | -4&-2 | 13 | -1&0 | -4&-1 | 10 | 13&12 | -7&6
O=C(COC(=O)c1ccc([N+](=O)[O-])cc1)Nc1cccnc1Cl | 1 | -2 | -9 | 1 | -12 | 2 | / | -6
COc1ccc(NC(=O)Nc2ccc3c(c2)[C@@H]2C[C@H](CC(=O)NCc4ccc5c(c4)OCO5)O[C@H](CO)[C@@H]2O3)cc1 | -4 | 2 | 9 | 3 | 24 | -43 | 7 | 0
O=C1NN(c2ccccc2)C(=O)C1=Cc1ccccc1O | -4 | -2 | -2 | -1 | 26 | 6 | 5 | -3
COCC(=O)Nc1ccc2c(c1)OC[C@H](C)N(C(=O)NC(C)C)C[C@@H](C)[C@H](OC)CN(C)C2=O | 3 | -1 | -11 | -36 | 15 | 0 | 2 | -12
CN(C)c1nnc(-c2ccc(Cl)cc2)o1 | / | 5 | -4 | -1 | 2 | 1 | -27 | 5
CN(C)C(=O)C[C@@H]1CC[C@H](NC(=O)c2ccc(F)cc2)[C@H](CO)O1 | 0 | 0 | 17 | -14 | 1 | 7 | -5 | -12
CC(C)NC(=O)N(C)C[C@@H]1Oc2ccc(NC(=O)C3CC3)cc2C(=O)N([C@@H](C)CO)C[C@H]1C | 6 | 1 | -4 | 26 | -18 | / | 1 | 2
O=C(NC1CCCCCC1)c1cccnc1Sc1ccc(Cl)cc1 | 1 | -1 | -5 | 3 | 1 | 0 | -2 | -2
Cc1nn(-c2ccccc2Cl)c(Cl)c1/C=C(\C#N)C(N)=O | / | 2 | -33 | 0 | 14 | -2 | -2 | /
CCCCC1(C)NC(=O)N(CC(=O)N2CCc3ccccc32)C1=O (stereo not given) | -4 | 1 | 13 | -7 | -1 | -1 | -1 | /
Cc1ccc(CNC(=O)c2ccc(Cn3cc(-c4ccc(C)cc4)nc3-c3ccncc3)cc2)cc1 | 3 | -1 | -117 | 0 | -50 | 4 | -109 | /
CCNC(=O)C[C@H]1CC[C@H]2[C@@H](COC[C@@H](O)CN2Cc2ccccc2F)O1 | 0 | 4 | 6 | -2 | 0 | -10 | 8 | 7
COCCNC(=O)CCC1CCN(Cc2ccc(-c3ccccc3)cc2)CC1 | -3 | 0 | 14 | -8 | -11 | 1 | 20 | 29
COCc1nnc(NC(=O)c2ccccc2Oc2ccccc2)s1 | 11 | 3 | 1 | -2 | 17 | -11 | -5 | -1
COc1ccccc1CNC(=O)c1[nH]c(C)c(C(C)=O)c1C | 1 | 0 | -2 | -6 | 1 | -3 | -7 | 3
CCCCn1nc(NS(=O)(=O)c2cccc3nonc23)c2cc3cccc(C)c3nc21 | -2 | 4 | -5 | -6 | -2 | 4 | 18 | /
Cc1ccc2[nH]c(=O)c3cc(C(=O)N(C)c4ccccc4C)sc3c2c1 | 0 | 2 | 14 | 1 | -3 | -1 | 24 | 6
C=CCSc1nsc(NC(=O)Nc2cccc(C(C)=O)c2)n1 | -2 | -1 | -19 | -1 | ? | 1 | -39 | 18
CCOC(=O)C1CCN(C(=O)CCS(=O)(=O)Cc2ccccc2)CC1 | 5 | 5 | 20 | -7 | 1 | 1 | 9 | 39
Cc1cc(=O)n2[nH]c(NCc3ccccc3F)nc2n1 | 7 | -2 | -22 | -9 | 7 | 7 | -8 | 3
CC(=O)c1ccc(NC(=S)Nc2ccc3[nH]c(=O)[nH]c3c2)cc1 | -9 | 1 | 5 | 1 | 14 | -1 | -2 | 7
COc1cc(CNC(=O)CCC(=O)N2C[C@H]3C[C@H](C2)c2cccc(=O)n2C3)cc(OC)c1OC | 1 | / | / | 3 | / | / | -8 | -9
N#Cc1ccc(-c2ccc([C@@H]3[C@H]4CN(C(=O)C5CCCCC5)CC(=O)N4[C@H]3CO)cc2)cc1 | / | 4 | 6 | 0 | -5 | / | -15 | 15
COc1cccc(CNC(=O)C2(C)CCCCN2C)c1 (stereo not given) | -2 | -5 | 3 | 33 | / | 4 | 13 | 4

Given field by field: 4 of the compounds above.
Cc1ccc(CNC(=O)c2ccc(Cn3cc(-c4ccc(C)cc4)nc3-c3ccncc3)cc2)cc1
  PglD inh: 3
  ERAP1 HTS inh: -1
  PAX8 inh HTS: -117
  S100A4 inh HTS: 0
  LGR2 antag: -50
  FN deposit inh: 4
  EWS-Fli block: -109
  PGC1a acetyl inh: /

O=C(COC(=O)c1ccc([N+](=O)[O-])cc1)Nc1cccnc1Cl
  PglD inh: 1
  ERAP1 HTS inh: -2
  PAX8 inh HTS: -9
  S100A4 inh HTS: 1
  LGR2 antag: -12
  FN deposit inh: 2
  EWS-Fli block: /
  PGC1a acetyl inh: -6

Cc1cc(=O)n2[nH]c(NCc3ccccc3F)nc2n1
  PglD inh: 7
  ERAP1 HTS inh: -2
  PAX8 inh HTS: -22
  S100A4 inh HTS: -9
  LGR2 antag: 7
  FN deposit inh: 7
  EWS-Fli block: -8
  PGC1a acetyl inh: 3

CC1=C(C(=O)OCc2ccccc2)C(c2cccnc2)c2c(n(C)c(=O)n(C)c2=O)N1 (stereo not given)
  PglD inh: 2
  ERAP1 HTS inh: -4&-2
  PAX8 inh HTS: 13
  S100A4 inh HTS: -1&0
  LGR2 antag: -4&-1
  FN deposit inh: 10
  EWS-Fli block: 13&12
  PGC1a acetyl inh: -7&6

The main list resumes with the two entries that preceded the break.
SMILES | PglD inh | ERAP1 HTS inh | PAX8 inh HTS | S100A4 inh HTS | LGR2 antag | FN deposit inh | EWS-Fli block | PGC1a acetyl inh
N#Cc1ccc(-c2ccc([C@@H]3[C@H]4CN(C(=O)C5CCCCC5)CC(=O)N4[C@H]3CO)cc2)cc1 | / | 4 | 6 | 0 | -5 | / | -15 | 15
COc1cccc(CNC(=O)C2(C)CCCCN2C)c1 (stereo not given) | -2 | -5 | 3 | 33 | / | 4 | 13 | 4
CCOc1ccccc1N1CCN(S(=O)(=O)c2ccc3c4c(cccc24)C(=O)N3)CC1 | 8 | / | 17 | / | / | -6 | / | 11
Cn1cnc(S(=O)(=O)N2C[C@@H](O)COC[C@H]3O[C@H](CC(=O)NCc4ccc(F)cc4)CC[C@@H]32)c1 | -1 | -1 | -7 | 19 | -3 | -7 | 3 | 3
CC(C)C#Cc1ccc2c(c1)O[C@@H](CN(C)C(=O)Cc1ccccn1)[C@@H](C)CN([C@H](C)CO)S2(=O)=O | -4 | -2 | / | 5 | -17 | -18 | 3 | 5
C[C@@H]1CN([C@@H](C)CO)C(=O)c2cc(NC(=O)C3CC3)ccc2O[C@@H]1CN(C)C(=O)Nc1cccc2ccccc12 | -12 | -1 | / | 0 | 19 | 5 | 11 | 1
CC1CCN(S(=O)(=O)c2ccc3c(c2)oc(=O)n3CC(=O)NCc2ccc3c(c2)OCO3)CC1 | 5 | 3 | 16 | 1 | -6 | / | 9 | 3
O=C(C[C@H]1C[C@@H]2c3cc(NC(=O)c4ccc5c(c4)OCO5)ccc3O[C@@H]2[C@@H](CO)O1)NCc1ccc(Oc2ccccc2)cc1 | -4 | 2 | 11 | 2 | 41 | -17 | -3 | 2
O=S(=O)(/N=C(/Nc1ccccn1)c1ccccc1)c1ccc(F)cc1 | 0 | 2 | -47 | -11 | -9 | 4 | / | -3
Cc1ccc(NC(=O)CN(C)C(=O)Cn2nnc(-c3ccccc3C)n2)cc1 | 4 | -1 | 6 | 0 | 0 | / | 4 | -15
CCC(COC(C)=O)Nc1nc2c([nH]1)c(=O)n(C)c(=O)n2C (stereo not given) | / | 3 | -8 | -6 | -2 | -7 | -2 | /
COc1ccc(Nc2nc(NN)nc(Nc3ccc(OC)cc3)n2)cc1 | 0 | -2 | 2 | -20 | -10 | -4 | 13 | /
C(=C\c1cc(/C=C/c2ccccc2)ncn1)/c1ccccc1 | 3 | / | -28 | / | / | 0 | / | 2
O=C(C[C@H]1CC[C@@H]2NC[C@@H](O)COC[C@H]2O1)NCCN1CCCCC1 | -4 | / | -24 | / | 25 | -13 | -2 | 6
Cc1cc(C)nc(N2CCCC(C(=O)NC3CC3)C2)n1 (stereo not given) | 2 | 5 | -4 | 10 | -13 | -4 | 3 | /
CCN1C(=O)/C(=C/C=C2/Sc3ccc4ccccc4c3N2CCO)SC1=S | 1 | -2 | 10 | -47 | -2 | 6 | / | /
COc1ccc(-c2cc(C(=O)Nc3cc(C)on3)no2)cc1 | -5 | 0 | -22 | 3 | -12 | 2 | -18 | -4
O=C(C[C@@H]1CC[C@H](NS(=O)(=O)c2ccccc2)[C@@H](CO)O1)NCc1ccccc1F | 2 | 0 | 4 | 7 | 12 | / | 4 | -12
CC(=O)N1c2ccccc2N=C(c2ccc(C(F)(F)F)cc2)C1C(=O)NC(C)C (stereo not given) | / | 0 | 9 | -1 | -38 | 10 | 6 | /
CCN1CCN(c2ccc(S(=O)(=O)N3CCOCC3)cc2NC(=O)c2ccc(Cl)s2)CC1 | -5 | -1 | -13 | 3 | -6 | 6 | 5 | 13
O=C(Nc1ccc(Cl)c([N+](=O)[O-])c1)c1cnccn1 | / | 1 | -16 | -26 | 15 | 8 | -4 | /
O=C(C1CCCCC1)N1CC2(C1)[C@@H](c1ccccc1)[C@@H](CO)N2Cc1ccccc1F | / | -6 | 6 | 6 | 7 | / | 4 | -3
COCC(=O)NC(c1ccccc1)c1ccccc1 | -3 | / | 6 | / | / | 0 | / | 1
COc1ccc(C(=O)Nc2ccc3oc(Cc4ccc(Cl)cc4)nc3c2)cc1OC | -2 | 3 | 9 | -2 | 7 | -17 | 4 | -5
Cc1cccc(NC(=O)Oc2ccc(Cl)c3cccnc23)c1 | 2 | 3 | -36 | -4 | -30 | -6 | -39 | 9
C[C@H]1CN([C@@H](C)CO)C(=O)Cc2cc(NC(=O)Nc3ccc4c(c3)OCO4)ccc2O[C@H]1CN(C)Cc1ccc(C(F)(F)F)cc1 | 2 | 0 | 13 | -21 | 4 | / | -4 | -11
CCOC(=O)[C@H]1[C@H]2COc3ccc(OC)cc3[C@@H]2N2C(=O)CN(C)C(=O)[C@@]12C | 7 | / | -11 | -1 | 4 | 4 | 0 | /
O=C(O)/C=C\C(=O)Nc1ccc(N2CCN(c3ccc(Cl)cc3)CC2)cc1 | 3 | -4 | 22 | 3 | / | -7 | 0 | -9
CO[C@H]1CN(C)C(=O)c2cc(NC(=O)C3CC3)ccc2OC[C@H](C)NC[C@@H]1C | 0 | -6 | -3 | -4 | 9 | 5 | 2 | 3
